# Bioassay records: PubChem BioAssay, Broad Institute
# TcdB inh: blocks C. difficile toxin B glycohydrolase activity; P18177; TcdB glycohydrolase enzymatic assay, plate reader; inhibition, % at 9.99 µM; 0.24% of 350,000 active; in the data active = inhibition above about 10%
# Target sequence (P18177 whole entry, looked up): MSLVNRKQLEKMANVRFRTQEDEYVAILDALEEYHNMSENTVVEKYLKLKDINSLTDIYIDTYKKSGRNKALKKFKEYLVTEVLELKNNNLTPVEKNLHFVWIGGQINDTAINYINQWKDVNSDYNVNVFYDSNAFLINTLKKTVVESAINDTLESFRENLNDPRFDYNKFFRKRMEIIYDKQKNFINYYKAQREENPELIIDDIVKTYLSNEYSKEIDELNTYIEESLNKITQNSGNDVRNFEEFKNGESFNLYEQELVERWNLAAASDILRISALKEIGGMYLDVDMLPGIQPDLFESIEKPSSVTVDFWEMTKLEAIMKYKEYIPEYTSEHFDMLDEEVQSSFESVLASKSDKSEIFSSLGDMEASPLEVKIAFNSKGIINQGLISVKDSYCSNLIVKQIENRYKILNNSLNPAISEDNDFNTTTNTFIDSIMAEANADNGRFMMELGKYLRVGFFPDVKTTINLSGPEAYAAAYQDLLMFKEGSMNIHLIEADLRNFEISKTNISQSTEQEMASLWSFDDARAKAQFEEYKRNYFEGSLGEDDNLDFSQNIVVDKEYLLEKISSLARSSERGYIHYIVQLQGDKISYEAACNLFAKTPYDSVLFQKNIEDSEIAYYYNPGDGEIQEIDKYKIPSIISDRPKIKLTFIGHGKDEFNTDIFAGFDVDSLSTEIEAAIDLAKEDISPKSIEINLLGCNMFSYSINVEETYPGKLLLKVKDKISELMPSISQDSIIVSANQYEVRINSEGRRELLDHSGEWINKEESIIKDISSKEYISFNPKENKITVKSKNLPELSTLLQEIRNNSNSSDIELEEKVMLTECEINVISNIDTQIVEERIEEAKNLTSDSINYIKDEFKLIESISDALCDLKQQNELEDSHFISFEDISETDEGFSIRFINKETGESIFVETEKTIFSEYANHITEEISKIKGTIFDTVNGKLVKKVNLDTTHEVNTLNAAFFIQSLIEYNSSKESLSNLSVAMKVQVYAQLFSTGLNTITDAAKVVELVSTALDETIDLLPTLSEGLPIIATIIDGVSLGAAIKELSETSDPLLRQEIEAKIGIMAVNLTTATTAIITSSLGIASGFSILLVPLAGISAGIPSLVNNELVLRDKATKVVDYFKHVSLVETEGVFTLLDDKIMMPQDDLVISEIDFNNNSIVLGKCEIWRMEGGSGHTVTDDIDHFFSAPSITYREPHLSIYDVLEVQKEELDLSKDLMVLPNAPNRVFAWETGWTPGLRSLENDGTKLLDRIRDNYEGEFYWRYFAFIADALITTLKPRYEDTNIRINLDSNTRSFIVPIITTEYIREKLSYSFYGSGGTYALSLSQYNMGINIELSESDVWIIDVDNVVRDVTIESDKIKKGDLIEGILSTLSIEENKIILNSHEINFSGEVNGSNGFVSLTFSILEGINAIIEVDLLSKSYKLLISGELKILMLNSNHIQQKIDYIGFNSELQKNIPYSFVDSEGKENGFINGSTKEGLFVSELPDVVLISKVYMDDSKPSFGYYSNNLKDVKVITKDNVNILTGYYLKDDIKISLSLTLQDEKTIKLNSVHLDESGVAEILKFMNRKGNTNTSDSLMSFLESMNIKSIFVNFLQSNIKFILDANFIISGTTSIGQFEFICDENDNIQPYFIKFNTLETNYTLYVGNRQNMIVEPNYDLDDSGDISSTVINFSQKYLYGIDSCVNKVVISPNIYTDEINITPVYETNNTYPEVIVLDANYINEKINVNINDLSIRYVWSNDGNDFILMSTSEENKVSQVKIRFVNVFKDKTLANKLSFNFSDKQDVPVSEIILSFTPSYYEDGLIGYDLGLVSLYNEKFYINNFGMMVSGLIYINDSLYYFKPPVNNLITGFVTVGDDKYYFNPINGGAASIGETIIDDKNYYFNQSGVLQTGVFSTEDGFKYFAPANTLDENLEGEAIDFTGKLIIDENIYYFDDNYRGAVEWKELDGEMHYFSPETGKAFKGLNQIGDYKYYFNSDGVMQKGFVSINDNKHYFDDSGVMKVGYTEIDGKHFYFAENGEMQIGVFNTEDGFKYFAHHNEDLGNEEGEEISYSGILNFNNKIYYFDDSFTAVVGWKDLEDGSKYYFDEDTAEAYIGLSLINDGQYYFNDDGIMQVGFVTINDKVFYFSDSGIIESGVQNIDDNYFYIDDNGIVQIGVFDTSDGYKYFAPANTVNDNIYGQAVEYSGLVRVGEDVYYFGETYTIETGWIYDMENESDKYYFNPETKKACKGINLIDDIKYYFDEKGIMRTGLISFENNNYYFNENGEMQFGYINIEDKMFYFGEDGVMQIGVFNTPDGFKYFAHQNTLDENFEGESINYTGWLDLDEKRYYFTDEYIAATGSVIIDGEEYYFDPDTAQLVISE
# Starred values were filed as active, the others as inactive.
SMILES,TcdB inh
Cc1ccccc1CN1C(=O)CSCC1(C)C(=O)NCc1ccccc1 (configuration not stated),2.1
COc1ccc(NC(=O)N[C@H]2CC[C@H](CCn3cc(C4(O)CCCC4)nn3)O[C@H]2CO)cc1,0.4
C/C=C/c1cnc2c(c1)C(=O)N([C@H](C)CO)C[C@H](C)[C@H](CN(C)Cc1ccccc1F)O2,-9.9
C[C@@H]1CCCCO[C@@H](CN(C)C(=O)Nc2ccc3c(c2)OCO3)[C@H](C)CN([C@H](C)CO)C(=O)c2cc(NS(=O)(=O)c3ccccc3)ccc2O1,0.8
O=C(c1ccncc1)N1CCCCN2[C@H](CO)[C@H](c3ccc(-c4ccccc4)cc3)[C@H]2C1,0.9
C[C@H](CO)N1C[C@H](C)[C@@H](CN(C)C)Oc2cc(-c3cccc(C(=O)N(C)C)c3)ccc2S1(=O)=O,-0.4
O=C(C[C@@H]1CC[C@@H]2[C@H](COC[C@H](O)CN2Cc2nccs2)O1)NCc1ccccc1,1.1
CC(C)CC#Cc1ccc2c(c1)O[C@H](CN(C)C(=O)Cc1ccccn1)[C@@H](C)CN([C@H](C)CO)S2(=O)=O,0.9
O=C(C[C@@H]1C[C@H]2c3cc(NC(=O)c4ccc5c(c4)OCO5)ccc3O[C@H]2[C@H](CO)O1)NCc1ccc(Cl)cc1,-0.7
O=C(C1CC1)N1CC2(C1)[C@@H](c1ccccc1)[C@@H](CO)N2C(=O)CC1CC1,-0.6
Cc1ccc(S[C@]2(C(=O)NC3CC3)CC(=O)N(C3CCCCC3)[C@@H]2c2ccc(CO)cc2I)cc1,-0.5
C[C@H]1CN([C@@H](C)CO)C(=O)Cc2cc(NC(=O)NC3CCCCC3)ccc2O[C@H]1CN(C)Cc1ccc(C(F)(F)F)cc1,-1.6
COc1ccc2c3c(n(C)c2c1)[C@@H](CO)N(C(=O)C1CCCCC1)CC31CCN(C(=O)CN(C)C)CC1,-0.2
Cc1ccc(S(=O)(=O)N(C)C[C@@H]2OCCCC[C@H](C)Oc3ccc(NC(=O)NC(C)C)cc3C(=O)N([C@@H](C)CO)C[C@H]2C)cc1,0.4
O=C(NCC[C@@H]1CC[C@H](NS(=O)(=O)c2cccc(F)c2)[C@@H](CO)O1)C1CCOCC1,0.3

# For convenience, some entries already given:
SMILES,TcdB inh
C/C=C/c1cnc2c(c1)C(=O)N([C@H](C)CO)C[C@H](C)[C@H](CN(C)Cc1ccccc1F)O2,-9.9
C[C@@H]1CCCCO[C@@H](CN(C)C(=O)Nc2ccc3c(c2)OCO3)[C@H](C)CN([C@H](C)CO)C(=O)c2cc(NS(=O)(=O)c3ccccc3)ccc2O1,0.8
O=C(c1ccncc1)N1CCCCN2[C@H](CO)[C@H](c3ccc(-c4ccccc4)cc3)[C@H]2C1,0.9
C[C@H](CO)N1C[C@H](C)[C@@H](CN(C)C)Oc2cc(-c3cccc(C(=O)N(C)C)c3)ccc2S1(=O)=O,-0.4
O=C(C[C@@H]1CC[C@@H]2[C@H](COC[C@H](O)CN2Cc2nccs2)O1)NCc1ccccc1,1.1
CC(C)CC#Cc1ccc2c(c1)O[C@H](CN(C)C(=O)Cc1ccccn1)[C@@H](C)CN([C@H](C)CO)S2(=O)=O,0.9
O=C(C[C@@H]1C[C@H]2c3cc(NC(=O)c4ccc5c(c4)OCO5)ccc3O[C@H]2[C@H](CO)O1)NCc1ccc(Cl)cc1,-0.7
O=C(C1CC1)N1CC2(C1)[C@@H](c1ccccc1)[C@@H](CO)N2C(=O)CC1CC1,-0.6
Cc1ccc(S[C@]2(C(=O)NC3CC3)CC(=O)N(C3CCCCC3)[C@@H]2c2ccc(CO)cc2I)cc1,-0.5
C[C@H]1CN([C@@H](C)CO)C(=O)Cc2cc(NC(=O)NC3CCCCC3)ccc2O[C@H]1CN(C)Cc1ccc(C(F)(F)F)cc1,-1.6
COc1ccc2c3c(n(C)c2c1)[C@@H](CO)N(C(=O)C1CCCCC1)CC31CCN(C(=O)CN(C)C)CC1,-0.2

# The results go on:
SMILES,TcdB inh
O=C(Nc1ccc2c(c1)OCCO2)C(c1ccnc2ccccc12)n1c(=O)c(-c2ccco2)nc2ccccc21 (configuration not stated),0.7
COc1ccc(NC(=O)N(C)C[C@@H]2Oc3ccc(NC(=O)Nc4c(C)noc4C)cc3CC(=O)N([C@@H](C)CO)C[C@@H]2C)cc1,0.4
C[C@@H]1CN([C@@H](C)CO)S(=O)(=O)c2ccc(C#CC3CCCC3)cc2O[C@H]1CN(C)C(=O)Cc1ccccc1,-11
COc1ccccc1-c1ccc([C@H]2[C@H]3CN(C(=O)c4ccncc4)CCCCN3[C@H]2CO)cc1,-1.4
COc1ccc(NC(=O)Nc2ccc3c(c2)C(=O)N([C@H](C)CO)C[C@H](C)[C@H](CN(C)S(=O)(=O)c2ccccc2)O3)cc1,0.3
Cc1ccc(S(=O)(=O)N(C)C[C@@H]2Oc3c(NC(=O)NC4CCCCC4)cccc3C(=O)N([C@H](C)CO)C[C@@H]2C)cc1,1.1
N#Cc1ccc(-c2ccc3c(c2)[C@H]2[C@H](CCN2C(=O)C2CCC2)[C@H](CO)N3)cc1,1.2
CO[C@H]1CN(C)C(=O)c2ccc(NC(=O)C3CCC3)cc2OC[C@H](C)N(Cc2nccs2)C[C@H]1C,1.1
Cc1noc(C)c1S(=O)(=O)Nc1ccc2c(c1)CC(=O)N([C@@H](C)CO)C[C@H](C)[C@H](CN(C)C(=O)Nc1ccc(F)cc1)O2,0.9
CC(C)NC(=O)N1[C@H](C(=O)N2CCc3ccccc3C2)[C@@H](CO)[C@@H]2Cn3c(cccc3=O)[C@@H]21,0.0
C[C@@H]1CN([C@H](C)CO)C(=O)c2cccc(NC(=O)C3CC3)c2O[C@H]1CN(C)Cc1ccc(-c2ccccc2)cc1,-0.5
Cn1cnc(S(=O)(=O)N2CCCCN3[C@H](CO)[C@@H](c4ccc(-c5ccccc5)cc4)[C@H]3C2)c1,0.9
CCC(=O)Nc1ccc2c(c1)C(=O)N(C)C[C@@H](OC)[C@@H](C)CN(Cc1cccc(F)c1)[C@@H](C)CO2,-0.9
O=C(C[C@H]1C[C@H]2c3cc(NC(=O)c4ccc5c(c4)OCO5)ccc3O[C@H]2[C@@H](CO)O1)NC1CCCC1,-0.4
C[C@H]1CN([C@@H](C)CO)C(=O)Cc2cc(NC(=O)Nc3ccc(C(F)(F)F)cc3)ccc2O[C@@H]1CN(C)C(=O)NC1CCCCC1,0.3
CN(C)C(=O)[C@@H]1[C@@H](CO)[C@@H]2Cn3c(ccc(-c4ccccc4)c3=O)[C@H]1N2C(=O)C1CC1,-2.2
CCCNC(=O)N1CC2(C1)CN(Cc1ccccn1)[C@@H](CO)c1c2c2ccc(OC)cc2n1C,2.6
O=C(N[C@@H]1CC[C@H](CCNS(=O)(=O)c2ccccc2Cl)O[C@@H]1CO)c1ccc(F)cc1,-0.5
COc1ccc(S(=O)(=O)N(C)C[C@@H]2Oc3ccc(NS(=O)(=O)c4c(C)noc4C)cc3CC(=O)N([C@@H](C)CO)C[C@@H]2C)cc1,-0.5
COc1cccc(CNC(=O)[C@H]2CCCN2C(=O)[C@H]2CCCN2C(=O)c2cccc3ccccc23)c1,1.1
N#C[C@@H]1N[C@@H](CO)[C@@H]1c1ccc(-c2cccc(F)c2)cc1,-1.4
COC(=O)C[C@@H]1CC[C@@H]2[C@H](COC[C@H](O)CN2S(=O)(=O)c2ccc(F)cc2)O1,0.5
CN1c2ccc(C#Cc3cccnc3)cc2[C@@H]2[C@@H](CCN2C(=O)C2CCCC2)[C@@H]1CO,1.3
C[C@H]1CN([C@@H](C)CO)C(=O)c2cc(NC(=O)Nc3ccccc3)ccc2O[C@@H]1CN(C)C(=O)Nc1ccc(F)cc1,-1.4
C[C@H](CO)N1C[C@H](C)[C@@H](CN(C)Cc2ccc(C(F)(F)F)cc2)Oc2ccc(NC(=O)CCC(F)(F)F)cc2C1=O,0.9
COc1ccc(S(=O)(=O)Nc2ccc3c(c2)C(=O)N([C@@H](C)CO)C[C@H](C)[C@@H](CN(C)Cc2ccc(C(F)(F)F)cc2)OCCCC[C@@H](C)O3)cc1,-0.5
COc1ccccc1-c1ccccc1[C@@H]1[C@@H](C#N)N(C(=O)CN(C)C)[C@H]1CO,0.4
COc1ccc2c3c(n(C)c2c1)[C@H](CO)N(C)CC31CCN(C(=O)NC(C)C)CC1,-2.3
CN(C)C(=O)c1ccc(-c2ccc3c(c2)[C@H]2[C@H](CCN2C(=O)C2CCC2)[C@@H](CO)N3C)cc1,0.6
C[C@@H]1CN([C@H](C)CO)C(=O)c2cc(NC(=O)c3ccncc3)ccc2O[C@@H](C)CCCCO[C@@H]1CN(C)S(=O)(=O)c1ccc(F)cc1,-1.6
O=C(NC1CCCCC1)N1CC(=O)N2[C@H](CO)[C@@H](c3ccc(/C=C/c4ccccc4)cc3)[C@H]2C1,-3.2
N#Cc1ccc(-c2ccc([C@@H]3[C@H]4CN(C(=O)C5CCCCC5)CC(=O)N4[C@H]3CO)cc2)cc1,0.1
Cc1ccc(CN2CC(=O)N3[C@H](CO)[C@H](c4ccc(Br)cc4)[C@H]3C2)cc1,1.1
C[C@@H]1CN([C@H](C)CO)C(=O)c2cc(NS(=O)(=O)c3ccccc3)ccc2O[C@@H](C)CCCCO[C@@H]1CN(C)C(=O)c1ccccc1,-1.9
NC(=O)c1ncn([C@@H]2O[C@H](C(=O)N[C@H](Cc3ccccc3)C(=O)N3CCN(CC(=O)Nc4ccccn4)CC3)[C@@H](O)[C@H]2O)n1,1.1
COCCN(C[C@H]1N[C@H](CO)[C@H]1c1ccc(-c2cccc(F)c2)cc1)C(C)=O,-2.0
C[C@@H]1CCCCO[C@@H](CN(C)Cc2ccncc2)[C@H](C)CN([C@H](C)CO)C(=O)c2cc(NS(=O)(=O)c3ccccc3)ccc2O1,-1.3
COc1cccc(C#Cc2ccc([C@H]3[C@@H](CO)N(C(=O)C4CCCCC4)[C@H]3C#N)cc2)c1,0.4
CCCC(=O)Nc1ccc2c(c1)OC[C@H](C)N(CCC)C[C@@H](C)[C@@H](OC)CN(C)C2=O,-0.2
O=C(NCc1ccccc1)C(c1ccc(C(F)(F)F)cc1)n1c(=O)c(-c2ccco2)nc2ccccc21 (configuration not stated),0.2
C[C@@H]1CN([C@H](C)CO)C(=O)c2cc(NC(=O)Nc3ccc(F)cc3)ccc2O[C@H]1CN(C)Cc1ccccc1,0.7
O=C(Nc1nccs1)[C@@H]1[C@@H](CO)[C@@H]2Cn3c(ccc(-c4cccnc4)c3=O)[C@@H]2N1CC1CC1,0.1
C[C@H](CO)N1C[C@H](C)[C@@H](CN(C)C(=O)Nc2cccc3ccccc23)OCc2cnnn2CCCC1=O,0.1
COc1ccc(S(=O)(=O)Nc2ccc3c(c2)C(=O)N([C@@H](C)CO)C[C@@H](C)[C@H](CN(C)C(=O)c2ccccc2)OCCCC[C@@H](C)O3)cc1,1.2
C[C@H]1CN([C@@H](C)CO)C(=O)c2cc(NS(=O)(=O)c3ccccc3)ccc2O[C@@H]1CN(C)Cc1ccc(Cl)c(Cl)c1,0.3
Cc1ccc(S(=O)(=O)Nc2cccc3c2O[C@H](CN(C)C(=O)Nc2ccc(F)cc2)[C@@H](C)CN([C@H](C)CO)C3=O)cc1,0.9
C[C@@H]1CN([C@H](C)CO)C(=O)c2cc(NC(=O)CCN3CCOCC3)ccc2O[C@@H]1CN(C)Cc1ccc(Cl)c(Cl)c1,0.7
C[C@H]1CN([C@@H](C)CO)C(=O)c2cc(NS(=O)(=O)c3ccccc3)ccc2O[C@H]1CN(C)C(=O)Nc1ccccc1,1.2
C[C@@H]1CN([C@H](C)CO)S(=O)(=O)c2ccc(-c3ccccc3)cc2O[C@H]1CN(C)C(=O)c1ccc2c(c1)OCO2,-0.6
Cc1ccccc1C(=O)N[C@@H](Cc1cccnc1)C(=O)N1CCC[C@H]1C(=O)NCCc1ccccc1Cl,1.2
CCCNC(=O)C[C@H]1C[C@H]2c3cc(NC(=O)NC4CCCCC4)ccc3O[C@H]2[C@@H](CO)O1,0.9
CN(C)CC(=O)Nc1ccc2c(c1)[C@@H]1C[C@H](CC(=O)NCc3ccc4c(c3)OCO4)O[C@H](CO)[C@@H]1O2,-0.6
C[C@H]1CN([C@@H](C)CO)C(=O)Cc2cc(NC(=O)Nc3ccc(C(F)(F)F)cc3)ccc2O[C@H]1CN(C)S(=O)(=O)c1cccs1,0.1
CN1c2ccc(-c3ccc(F)cc3)cc2[C@H]2[C@H](CCN2C(=O)C2CCOCC2)[C@@H]1CO,3.5
COCC(=O)Nc1ccc2c(c1)[C@H]1C[C@@H](CC(=O)N[C@@H](C)c3ccccc3)O[C@H](CO)[C@H]1O2,-1.8
CN(C)C(=O)C[C@H]1CC[C@@H]2[C@@H](COc3ccc(NC(=O)c4ccc(F)cc4)cc3C(=O)N2C)O1,5.2
O=C(Nc1ccccc1)N1CCCCN2[C@H](C1)[C@@H](c1ccc(C#Cc3cccnc3)cc1)[C@@H]2CO,0.3
CCOC(=O)N1CCN(C(=O)C[C@H]2C[C@@]3(C(=O)OC)C(=C[C@H](C(C)(C)C)O[C@@H]3C)N(CCC3=CCCCC3)C2=O)CC1,-7.0
C[C@H]1CN([C@@H](C)CO)C(=O)Cc2cc(NC(=O)Nc3ccc(F)cc3)ccc2O[C@H]1CN(C)Cc1ccc2c(c1)OCO2,-1.0
COc1ccc2c3c([nH]c2c1)[C@@H](CO)N(C(=O)Nc1c(C)noc1C)CC31CN(CC2CCCCC2)C1,-11

# Further records.
SMILES,TcdB inh
CCC(=O)N1CC2(C1)[C@H](c1ccc(-c3cccc(F)c3)cc1)[C@H](CO)N2CC1CC1,0.6
CCNC(=O)C[C@H]1CC[C@@H]2[C@H](COc3ccc(NC(C)=O)cc3C(=O)N2C)O1,12*
C[C@@H]1CN([C@H](C)CO)C(=O)CCCn2nncc2CO[C@H]1CN(C)S(=O)(=O)c1ccc(-c2ccccc2)cc1,-0.1
CCC(=O)N1CC2(C1)[C@@H](c1ccc(-c3ccccc3C)cc1)[C@@H](CO)N2C(=O)CC,0.7
Cc1cccc(S(=O)(=O)N2[C@@H]3CNC[C@H]2C3c2ccc(-c3ccncc3)cc2)c1 (some centres not stated),0.0
Cc1nn(C)cc1NC(=O)C[C@H]1CC[C@H]2[C@@H](COc3ccc(NC(=O)Nc4cccc(Cl)c4)cc3C(=O)N2C)O1,-0.2
O=C(C[C@H]1C=C[C@@H](NC(=O)c2ccc(F)cc2)[C@@H](CO)O1)NCCc1ccncc1,-0.4

# These rows are one share of the data. The share of hits here may be higher or lower than overall.
